APEX1 inh: qHTS Assay for Inhibitors of the Human Apurinic/apyrimidinic Endonuclease 1 (APE1) | Potency, µM (series often up to 65.8 µM), for the others: at the highest dose activity change, negative = inhibition, hits mostly inhibitors | AID 2517, 2012 | DNA repair nuclease/redox regulator APEX1 (Homo sapiens), P27695 | recombinant APE1, TAMRA/BHQ-2 abasic DNA cleavage fluorescence | 350,000 tested, 0.35% active;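 further: potency means the concentration at half of the fitted maximal effect; plate controls were vehicle for no effect and reference inhibitor for full effect; nearly all actives have a fitted effect of over 55% in size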
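Kinetic fluorescence read (525 ex/598 em nm, three reads 60 s apart) of AP-site incision; signal = third minus first read. Enzyme 0.75 nM, dual-labelled THF duplex 50 nM, compound preincubation 15 min RT.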
POLH inh: qHTS for Inhibitors of Polymerase Eta; DNA polymerase eta (Homo sapiens), Q9Y253; recombinant Pol eta, fluorescent DNA replication assay; Potency, µM (series often up to 114 µM), without a hit: at the top dose activity change, negative = inhibition, most hits filed as inhibitors; 390,000 tested, 1.2% active; further: potency means the concentration at half of the fitted maximal effect; on the % scale 0 is the no-effect control and ±100 the full control effect
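Pol eta (10 nM) was preincubated with compounds for 15 min at room temperature, after which fluorescent replication substrate (50 nM final) was added to start the reaction. Fluorescence was read kinetically at 0 and 10 min.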
POLI inh: qHTS for Inhibitors of Polymerase Iota; DNA polymerase iota (Homo sapiens), Q9UNA4; Potency, µM (series often up to 115 µM), without a hit: at the highest dose activity, negative = inhibition, usual class: inhibitors; Pol iota fluorescent replication assay, 10 min; 390,000 tested, 1% active; AID 588590, 2011; further: potency means the concentration at half of the fitted maximal effect
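Fluorescent replication assay read twice, at 0 min and 10 min after adding 50 nM (final) substrate. Enzyme (10 nM) and compounds were first incubated 15 min at room temperature; enzyme-free buffer wells were negative controls.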
RXFP1 antagonist: qHTS Assay for Antagonists of the Relaxin Receptor RXFP1. 350,000 tested, 0.59% active. HEK293-RXFP1, relaxin-stimulated cAMP HTRF, 30 min; stronger effect = lower value. activity change, negative = inhibition, % at 57.5 µM. AID 1259400, 2018. Relaxin receptor 1 (Homo sapiens), Q9HBX9;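 active means activity change of -60% or lower, but not beyond a set lower limit; inconclusive means change between -60% and -40%, or beyond the set limit; inactive means change above -40%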; further: on the % scale 0 is the no-effect control and ±100 the full control effect
Tb PGK inh: qHTS Assay to Find Inhibitors of Phosphoglycerate Kinase | Phosphoglycerate kinase, glycosomal (Trypanosoma brucei brucei), P07378 | PGK/GAPDH coupled, Kinase-Glo luminescence, 60 min | Potency, µM (series often up to 57.5 µM), inactives show at the highest dose activity change, negative = inhibition, usual class: inhibitors | 380,000 tested, 0.043% active | AID 602233, 2012; further: potency means the concentration at half of the fitted maximal effect; on the % scale 0 is the no-effect control and ±100 the full control effect; nearly all actives have a fitted effect of over 60% in size
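Luminescent ATP detection (Kinase-Glo Plus) follows a 60-minute room-temperature incubation, with wells lacking PGK as controls. Buffer: 100 mM TEA (pH 7.6), 5 mM MgCl2, 0.01% Tween-20. Coupling enzyme GAPDH (100 nM final) supplies unstable 1,3-BPG in-well.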
POLB inh: qHTS Assay for Inhibitors of DNA Polymerase Beta | P06746 | Potency, µM (titrated, usually from 114 µM), without a hit: at the top dose activity change, negative = inhibition, actives largely listed as inhibitors | Pol beta primer extension/strand displacement, fluorescence kinetic | 340,000 tested, 1.3% active; further: potency means the concentration at half of the fitted maximal effect; on the % scale 0 is the no-effect control and ±100 the full control effect
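Values derive from four-parameter Hill fits of normalized kinetic data: reads at 0 and 10 min following addition of 50 nM substrate to 10 nM Pol beta preincubated 15 min with compound.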
POLK inh: qHTS for Inhibitors of Polymerase Kappa | Potency, µM (highest dose often 107 µM), for the others: at the top dose activity, negative = inhibition, most hits filed as inhibitors | 400,000 tested, 0.53% active | purified Pol kappa, fluorescent DNA synthesis assay, 10 min; further: potency means the concentration at half of the fitted maximal effect; on the % scale 0 is the no-effect control and ±100 the full control effect
Target sequence (Q9UBT6 whole entry, looked up): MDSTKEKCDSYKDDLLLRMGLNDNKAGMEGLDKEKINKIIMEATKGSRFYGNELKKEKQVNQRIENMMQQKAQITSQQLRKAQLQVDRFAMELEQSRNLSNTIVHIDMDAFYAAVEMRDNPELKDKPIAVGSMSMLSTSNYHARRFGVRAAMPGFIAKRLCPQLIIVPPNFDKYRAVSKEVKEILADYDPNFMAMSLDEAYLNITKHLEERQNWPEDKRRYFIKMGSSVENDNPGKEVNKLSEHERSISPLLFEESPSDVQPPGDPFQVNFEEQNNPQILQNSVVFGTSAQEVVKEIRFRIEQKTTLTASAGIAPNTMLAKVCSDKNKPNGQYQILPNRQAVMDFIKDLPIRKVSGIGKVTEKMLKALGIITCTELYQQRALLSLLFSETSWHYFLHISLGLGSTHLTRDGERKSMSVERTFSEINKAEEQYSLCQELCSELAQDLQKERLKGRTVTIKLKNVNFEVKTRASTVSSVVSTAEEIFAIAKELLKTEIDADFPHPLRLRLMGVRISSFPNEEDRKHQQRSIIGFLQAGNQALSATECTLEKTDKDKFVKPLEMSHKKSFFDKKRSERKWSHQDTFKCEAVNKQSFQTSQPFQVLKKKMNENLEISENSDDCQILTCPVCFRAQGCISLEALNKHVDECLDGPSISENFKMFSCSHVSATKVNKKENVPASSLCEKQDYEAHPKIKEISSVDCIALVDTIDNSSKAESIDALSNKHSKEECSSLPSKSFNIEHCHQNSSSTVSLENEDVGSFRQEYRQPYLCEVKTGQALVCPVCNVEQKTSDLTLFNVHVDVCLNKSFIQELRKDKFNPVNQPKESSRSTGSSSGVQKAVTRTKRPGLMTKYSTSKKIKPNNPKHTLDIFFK
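Pol kappa 10 nM + cpd, 15 min RT; start w/ substrate 50 nM final; fluorescence kinetic read, 0 and 10 min. Neg ctrl: buffer, no enzyme.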
BLM inh: qHTS Assay for Inhibitors of Bloom's syndrome helicase (BLM) | 350,000 tested, 0.2% active | Potency, µM (doses to about 56.1 µM), without a hit: top-dose activity change, negative = inhibition, usual class: inhibitors | RecQ-like DNA helicase BLM (Homo sapiens), P54132 | AID 2528, 2010 | recombinant BLM DNA unwinding, fluorescence dequenching;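 further: potency means the concentration at half of the fitted maximal effect; plate controls were vehicle for no effect and no enzyme for full effect; nearly all actives have a fitted effect of over 35% in size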
Anesthetic bind: qHTS Assay for Identification of Novel General Anesthetics; Ferritin light chain (Equus caballus), P02791; apoferritin/1-aminoanthracene competitive binding, fluorescence; Potency, µM (titrated, usually from 77.5 µM), for inactives: at the top dose activity change, negative = displacement, hits mostly inhibitors; 350,000 tested, 0.074% active; further: potency means the concentration at half of the fitted maximal effect; on the % scale 0 is the no-effect control and ±100 the full control effect; nearly all actives have a fitted effect of over 20% in size
Target sequence (P02791 2-175 limits assumed): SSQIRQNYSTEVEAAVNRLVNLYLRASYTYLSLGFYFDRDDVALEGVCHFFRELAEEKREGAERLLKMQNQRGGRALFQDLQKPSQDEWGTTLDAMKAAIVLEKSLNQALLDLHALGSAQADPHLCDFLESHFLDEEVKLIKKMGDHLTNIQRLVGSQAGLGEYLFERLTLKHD
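Horse-spleen apoferritin (10 uM) in 50% saturated 1-aminoanthracene in PBS was incubated 10 min at room temperature with compound. Fluorescence (ex 380, em 535 nm) was normalized to free and bound 1-AMA, with concentration-response fitted by a four-parameter Hill equation.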
* marks the source's active call; other numbers are inactive results; i = inactive; ? = inconclusive; nt = no result given; & = joins results of further samples; [ ] = remark or other dose. Unless noted, the call rests on the fitted dose curve; in most records, active means well fitted curve in the direction sought with a large enough effect; inconclusive means small, poorly fitted or top-dose-only effect, or another doubt; inactive means no such curve, though single readings can be large; an effect the other way counts as inactive or inconclusive. This is a subset. The share of hits here may be higher or lower than overall.

smiles	APEX1 inh	POLH inh	POLI inh	RXFP1 antagonist	Tb PGK inh	POLB inh	POLK inh	BLM inh	Anesthetic bind
CCC(C)(C)C1CCc2c(sc(NC(=O)c3cccs3)c2C(N)=O)C1 (stereo not drawn)	-2%	10%	20%	5	-6%	28%	2%	-1%	-9%
CCOn1c(=O)c(=O)n(OCc2ccccc2)c2ccccc21	11%	-22%	17%	-9	-2%	2%	-19%	2%	3%
Cc1cccc(CNC(=O)C2CCN(c3nnc(-n4c(C)ccc4C)s3)CC2)c1	nt	nt	-15%	9	nt	-8%	-22%	-6%	-15%
COC(=O)c1ccc(CSc2nc(C)nc3sc(C)c(C)c23)o1	2%	-13%	-18%	-7	i	5%	-5%	-2%	-10%
CC1=C(C(=O)OC(C)C)C(c2cccs2)N2C(=O)CCSC2=N1 (stereo not drawn)	1%	4%	6%	-9	i	-1%	-3%	-6%	-4%
Cn1c(O)c(N=NC(=O)Cn2ccc(C(F)(F)F)n2)c2ccccc21	0%	-9%	14%	20	-2%	14%	1%	-1%	-14%
Cc1ccc(NC(=O)COC(=O)CCc2c(C)nc3ncnn3c2C)cc1C	39%	-1%	-16%	-3	i	nt	-4%	nt	nt
CCOC(=O)C1CCN(S(=O)(=O)c2cn(C)c(=O)n(C)c2=O)CC1	-5%	-11%	10%	3	i	0%	-3%	-2%	33%[activator]
O=C1CN(C(=O)c2ccc(Cl)c([N+](=O)[O-])c2)c2ccccc2N1	9%	-10%	-12%	-8	3%	-3%	-1%	-4%	-7%
CSc1ncc(Cl)c(C(=O)Nc2cccc(C)c2)n1	2%	-19%	7%	nt	i	9%	-17%	-5%	-15%
Cc1ccc(S(=O)(=O)NC2=NCCCCC2)cc1	17%	-16%	17%	8	9%	4%	3%	3%	-4%
COc1ccc(OC(=O)CCCN2C(=O)c3ccccc3C2=O)cc1	6%	-13%	-2%[58.9 µM]	28	-3%	-7%	-14%	1%	6%
COc1cc(CNC(C)(C)CO)cc(Br)c1OCc1ccccc1	17%	-9%	63%[activator]	-15	-3%	28%	-7%	3%	-13%
CN(CCOC(=O)/C=C/c1ccccc1)C(C)(C)C	16%	-12%	-7%	nt	5%	16%	-6%	-8%	-1%
Cc1onc(-c2ccccc2)c1C(=O)OCC(=O)Nc1ccc2c(c1)OCO2	10%	-3%	9%	0	-1%	27%	-7%	-6%	-15%
O=C(COc1ccc(Cl)cc1Cl)NCCCN1CCOCC1	4%	-9%	21%	-15	nt	19%	3%	0%	-3%

Quoted at random: 2 records from the list.
smiles	APEX1 inh	POLH inh	POLI inh	RXFP1 antagonist	Tb PGK inh	POLB inh	POLK inh	BLM inh	Anesthetic bind
COC(=O)c1ccc(CSc2nc(C)nc3sc(C)c(C)c23)o1	2%	-13%	-18%	-7	i	5%	-5%	-2%	-10%
CC1=C(C(=O)OC(C)C)C(c2cccs2)N2C(=O)CCSC2=N1 (stereo not drawn)	1%	4%	6%	-9	i	-1%	-3%	-6%	-4%

Next part
smiles	APEX1 inh	POLH inh	POLI inh	RXFP1 antagonist	Tb PGK inh	POLB inh	POLK inh	BLM inh	Anesthetic bind
C=CCOc1nc2c(c(=O)n(C)c(=O)n2C)n1Cc1ccccc1	3%	9%	13%	11	-7%	20%	-8%	0%	-1%
CN(C)/C=C(\C=O)c1ncc(C(F)(F)F)cc1Cl	15%	-4%	99%[activator]	-8	-3%	23%	1%	-2%	2%
Cc1ccc(S(=O)(=O)SC/C=C/CSS(=O)(=O)c2ccc(C)cc2)cc1	nt	-2%	6%	-17	-1%	nt	-3%	nt	nt
O=C1NC(c2ccc(F)cc2)Oc2ccccc21 (stereo not drawn)	12%	-21%	-8%	0	i	1%	-5%	-2%	-2%
CCN(CC)CCOCCOc1cc(C)c(Cl)c(C)c1	2%	-6%	26%	0	i	1%	-3%[60.1 µM]	3%	-18%
CC1Cn2c(nnc2-c2cccc(N)c2)S1 (stereo not drawn)	1%	-12%	10%	nt	-4%	2%	-5%	2%	-3%
COC(C)c1oc2c(C)c3oc(=O)cc(C)c3cc2c1C (stereo not drawn)	nt	-5%	-7%[58.9 µM]	-3	-8%	nt	-14%	nt	nt
O=c1c2ccccc2nc2n1CCC2O (stereo not drawn)	3%	-8%	50%[activator]	nt	0%	0%	-6%	0%	-5%
Cn1c(SCC(=O)Nc2nnc(-c3ccccc3)o2)nnc1C1CC1	7%	-13%	17%	2	9%	60%	-9%	1%	-6%
COc1ccccc1CNC(=O)C(=O)NCC(c1cccs1)S(=O)(=O)c1ccccc1 (stereo not drawn)	nt	-6%	10%	nt	-17%	-14%	-7%[60.1 µM]	3%	3%
CCC1Oc2ccc(C)cc2N(CC(=O)NCc2cccc(OC)c2)C1=O (stereo not drawn)	?	-6%	10%	4	-1%	11%	-18%	-12%	-14%
CC(Oc1ccc(Cl)cc1)C(=O)N1CCCc2ccccc21 (stereo not drawn)	11%	0%	-8%	1	4%	20%	-12%	-5%	-19%
Cc1nc(C)c(CCNC(=O)c2cccc(Cl)c2)s1	16%	-11%	26%	3	-5%	26%	-24%	5%	1%
COCCCn1cn[nH]c1=S	-11%	-14%	-6%	-2	-3%	8%	-1%	1%	3%
COc1cc(/C=C/C(=O)OCC(=O)Nc2ccc3c(c2)OCO3)ccc1O	26%	-11%	?	8	2%	nt	-12%	nt	nt
CCOC(=O)C(CC)n1cnc2sc3c(c2c1=O)CCC3 (stereo not drawn)	-3%	?	?	-6	-7%	-10%	-11%	-13%	-18%
Cc1ccc(CN2C(=O)/C(=C\c3ccc(C(=O)NCc4cccnc4)cc3)Oc3ccccc32)cc1	0%	nt	nt	nt	nt	?	nt	-9%	-4%
O=C(Nc1cccc2nsnc12)c1cccs1	-1%&-9%	-1%&-3%	64%&19%[activator]	9&-14	-4%&-8%	-20%&25%	-23%&-11%	-6%&-5%	-7%&29%
N#CCCN=C(NS(=O)(=O)c1ccccc1)c1ccccc1	55%[activator]	-16%	21%	21	1%	-1%	-22%	-1%	-6%
COc1ccc2nc(NC(=O)C3CCN(S(=O)(=O)c4cccnc4)CC3)sc2c1	-1%	-6%	-25%	nt	-7%	?	-9%	-2%	-6%
CCOc1ccc(-c2cc(OC(=O)c3ccccc3)c3c(C)oc(C)c3c(=O)c2)cc1	nt	-9%	-2%	-11	-5%	2%	?	-7%	-3%
O=C(CSc1nnc(-c2ccc(Cl)cc2)n1CC1CCCO1)NC1CCS(=O)(=O)C1 (stereo not drawn)	-9%	0%	?	2	-4%	12%	-11%	-2%	-4%
O=C(CNC(=O)c1cccc(F)c1)N/N=C/c1ccc(O)c([N+](=O)[O-])c1	3%	-10%	-5%	-7	i	1%	-5%	4%	?
COc1cccc(-n2c(Cc3cc(=O)[nH]c(=O)[nH]3)nnc2SCc2cccc(C(F)(F)F)c2)c1	-3%	-21%	29%	-4	nt	1%	-6%	0%	-10%
O=c1oc2cc(OCc3ccc(C(F)(F)F)cc3)ccc2cc1-c1ccccn1	-2%	-14%	-7%	2	-6%	48%	3%	-1%	-5%
Cc1cc(C)n(C(=O)CNC(=O)c2ccco2)n1	1%	8%	13%	8	i	20%	14%	0%	-13%
CC(=O)c1ccc(-c2ccc([C@H]3[C@H]4C=CC[C@@H](C)[C@@H]4C(=O)N3Cc3ccccc3)c(F)c2)cc1	1%	-28%	21%	nt	5%	-2%	-7%	-14%	?
COC(=O)c1ccc(NC(=O)COc2ccc(S(=O)(=O)NC(C)(C)C)cc2)cc1	-5%	-19%	88%[activator]	-10	6%	12%	6%	-13%	-3%
O[C@H]1COC2C1OC[C@@H]2O (stereo partly drawn)	18%	-8%	10%	nt	-5%	21%	-13%	-1%	-1%
COc1cccc(CN(C)C(=O)c2[nH]c(C)c(C(C)=O)c2C)c1OC	-5%	-19%	128%[activator]	-6	-4%	15%	-9%	-5%	-14%
CCN(CC)C(=O)C(C(=O)c1cccc([N+](=O)[O-])c1)n1cc(Cl)ccc1=O (stereo not drawn)	0%	-8%	-28%	8	-4%	-2%	-4%	0%	0%
Cc1cccc(N2CCN(C(=O)c3cc4c(=O)n(C)c5ccccc5c4n3C)CC2C)c1 (stereo not drawn)	10%	-24%	35%[activator]	-77*	-8%	14%	10%	-12%	-22%
CC(NC(=O)c1ccccc1Cl)C1CC2CCC1C2 (stereo not drawn)	10%	-1%	37%[activator]	-2	i	22%	-8%	1%	?
NC(=O)C1CCCN(C(=O)CCc2nnc(C3(c4ccc(Cl)cc4)CCC3)o2)C1 (stereo not drawn)	1%	-18%	24%	0	-2%	4%	-14%	-4%	-3%
CCc1cc(C(=O)Nc2cc(Cl)ccc2N2CCN(C)CC2)sc1C	7%	-7%	27%	10	4%	nt	-11%	nt	nt
COc1ccccc1-n1nnnc1SCC(=O)NCC1CCCO1 (stereo not drawn)	15%	-12%	-8%	-12	i	nt	5%	nt	nt
COc1ccc(C(=O)NCC(=O)OCC(=O)NCCC2=CCCCC2)cc1	-1%	9%	3%	-8	2%	-3%	-10%	-1%	?
CCC(C)NC(=O)C1CCCN(S(=O)(=O)c2ccc3c(c2)CC(C)N3C(C)=O)C1 (stereo not drawn)	8%	-11%	7%	nt	6%	31%	2%	1%	-5%

Compound activity deposited in PubChem by National Center for Advancing Translational Sciences (NCATS).
